Screening data: PubChem, National Center for Advancing Translational Sciences (NCATS)
MmCpn inh = inhibitors of Methanococcus maripaludis chaperonin (MmCpn). purified Mm-Cpn ATPase, ADP Transcreener TR-FRET. Potency, µM (top dose mostly 76.9 µM), inactives show at the top dose activity, negative = inhibition, hits mostly inhibitors. 330,000 tested, 0.031% active. AID 504842; also: potency is read from the fitted curve at half-maximal effect; % is scaled to controls: 0 for no effect and ±100 for the full control effect; nearly all actives have a fitted effect of over 80% in size
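Purified archaeal chaperonin (25 nM final) was preincubated with compound for 10 min at 37°C, then ATP (10 uM final) was added for 30 min at 37°C in Tris pH 7.4/KCl/MgCl2/DTT buffer. ADP was quantified by HTRF Transcreener TR-FRET.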
CCT chaperon mod = changes cytosolic chaperonin activity. purified chaperonin ATPase assay, HTRF ADP detection, 30 min. 360,000 tested, 0.3% active. AID 651819. activity change, % (no concentration beside the values), hits read low; in the data active = activity change below about -30%; also: % is scaled to controls: 0 for no effect and ±100 for the full control effect
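Nucleotide hydrolysis assay: TRiC at 20–40 nM final (set by batch activity) with 10 uM ATP, 30 min at 37 °C, in presence of 76 uM compound. Detection by competitive ADP HTRF, 30 min ambient.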
S2 tox = viability counter-screen for ATXN expression inhibitors. S2 cells (HEK-293 line with an ATXN2-luciferase reporter) viability, CellTiter-Fluor protease fluorescence, 24 h. Potency, µM (series often up to 56.7 µM), hits mostly cytotoxic. 400,000 tested, 0.49% active; also: potency is read from the fitted curve at half-maximal effect; nearly all actives have a fitted effect of over 40% in size
Akt phos inh = inhibitors of Akt phosphorylation; Neuro2A IGF-stimulated pAkt S473 HTRF, 20 min; hits give low values; activity change, % for hits at 50 µM; 360,000 tested, 0.32% active; AID 651550; in the data active = activity change below about -80%; inconclusive = mostly about -51% to -80%; also: % is scaled to controls: 0 for no effect and ±100 for the full control effect
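Neuro2A cells in DMEM with 0.5% FBS, overnight at 37 deg C, given compound at single 50 µM final, then IGF (6 nM final) for 20 min at 37 deg C. Lysed; phospho-Akt Ser473 by HTRF after 24 h, 665/615 ratio.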
Nrf2 activator = activates Nrf2 signaling | AREc32 ARE-luciferase reporter (MCF7-derived line), luminescence, 24 h | 410,000 tested, 0.31% active | Potency, µM (titrated, usually from 46.1 µM), for inactives: top-dose activation, hits mostly activators; also: potency is read from the fitted curve at half-maximal effect; % of control where 0% means no effect; nearly all actives have a fitted effect of over 65% in size
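Nrf2 activation is followed as ARE-luciferase induction in the AREc32 line after one day of compound treatment; luminescence is read with Steady-Glo.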
HepG2 viability = counter-screen for TGF-b inhibitors: cytotoxicity in HepG2 cells; HepG2 CAGA-GFP viability, ATP luminescence, 18 h; Potency, µM (top dose mostly 46.1 µM), for inactives: at the highest dose activity change, negative = cytotoxicity, most hits filed as cytotoxic; 410,000 tested, 0.76% active; AID 588856; also: potency is read from the fitted curve at half-maximal effect; some results filed as inactive show a strong effect at the top dose
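CellTiter-Glo luminescence gave cytotoxicity after 18 hours at 37 degrees C. The cells were HepG2 CAGA-GFP in 1% FBS DMEM, stimulated with 500 pg/mL TGF-beta after compound addition. %Activity was normalised to no-cell wells (complete cell-killing) and DMSO (no toxicity), and curves were fitted and classified.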
A549 tox = counter-screen for Nrf2 inhibitors: cytotoxicity in A549 cells. A549 ARE-Fluc cells, CellTiter-Fluor viability, 18-24 h. Potency, µM (series often up to 46 µM), without a hit: at the highest dose activity change, negative = cytotoxicity, hits mostly inhibitors. 390,000 tested, 0.16% active. AID 504648; also: potency is read from the fitted curve at half-maximal effect; % is scaled to controls: 0 for no effect and ±100 for the full control effect
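A549 ARE_Fluc cells in 5% FBS OPTI-MEM were exposed to compounds in concentration-response for 18-24 h at 37 deg C. Viability was read by CellTiter-Fluor fluorescence (Ex 405/Em 525) after 30 min, before the luciferase read.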
Nrf2 block = Nrf2 pathway inhibition | A549 ARE-Fluc reporter, luciferase luminescence, 18-24 h | Potency, µM (series often up to 46 µM), for the others: top-dose activity change, negative = inhibition, usual class: inhibitors | 360,000 tested, 2.1% active; also: potency is read from the fitted curve at half-maximal effect; % is scaled to controls: 0 for no effect and ±100 for the full control effect; nearly all actives have a fitted effect of over 60% in size
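Reporter: ARE-Fluc in A549. Exposure: 18-24 h, 37 °C, 5% CO2, 5% FBS OPTI-MEM. Readouts: fluorescent cytotoxicity (CellTiter-Fluor), then luminescent Nrf2 signal after BugLite.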
TGFb SMAD3 inh = inhibitors of TGF-b signaling; HepG2 CAGA-GFP TGF-b/SMAD3 reporter, GFP fluorescence, 18 h; TGF-beta stimulated, 500 pg/mL final; Potency, µM (highest dose often 46.1 µM), for inactives: at the highest dose activity, negative = inhibition, most hits filed as inhibitors; 410,000 tested, 1.2% active; AID 588855; also: potency is read from the fitted curve at half-maximal effect; % is scaled to controls: 0 for no effect and ±100 for the full control effect; nearly all actives have a fitted effect of over 65% in size
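Per well, imaged GFP fluorescence of HEPG2 CAGA-GFP cells gives the signal; cells get compound, then TGF-beta (500 pg/mL final), 18 h at 37 degrees C; %Activity versus -TGF-beta and +DMSO controls.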
* = called active by the depositor; i = inactive; ? = inconclusive; nt = not tested or not shown; & = joins results of further samples; [ ] = remark or other dose. Unless noted, calls follow the shape of the dose curve; as a rule, active = well fitted curve in the direction sought with a large enough effect; inconclusive = small, poorly fitted or top-dose-only effect, or another doubt; inactive = no such curve, though single readings can be large; an effect the other way counts as inactive or inconclusive.

SMILES	MmCpn inh	CCT chaperon mod	S2 tox	Akt phos inh	Nrf2 activator	HepG2 viability	A549 tox	Nrf2 block	TGFb SMAD3 inh
COc1ccc(-c2ccccc2NC(=O)C2CCCN(Cc3ccco3)C2)cc1 (centres undefined)	4.9%	-0.4	i	i	0.3%	-23.6%	-9.2%	22.4%	1.2%
Cc1cccc(C)c1NC(=O)CCCN1C(=O)CCn2nc(-c3cn(C)c4ccccc34)cc21	nt	nt	i	nt	4.8%	-3.8%	5.2%	nt	-9.9%
Cc1[nH]c2ccccc2c1CN1CCC(CO)(Cc2ccccc2)CC1	-4.4%	0.7	i	i	3.1%	-30.1%	8.3%	12.6%	-14.3%
COc1ccc(CCNC2CC(=O)N(C3CCCCC3)C2=O)cc1OC (centres undefined)	-0.6%	-4.6	i	i	-0.4%	-17.7%	1.8%	-6.7%	-17.2%
ClC1=CN(C2=NCCC2)CC1	nt	1.4	i	i	-0.7%	-0.5%	nt	nt	-4.0%
CCN1CCN(C(=O)c2cc(COc3c(C)cccc3C)on2)CC1	-19.0%	1.7	i	i	0.1%	-1.8%	3.2%	?	11.5%
C=CCn1c(Cc2cccc3ccccc23)n[nH]c1=S	-0.9%	0.7	i	i	5.7%	-31.5%	3.0%	-27.0%	?
Cc1oc2nc(SCC(=O)N3CCCCC3)nc(N)c2c1C	0.1%	-2.1	i	i	0.2%	1.6%	-3.2%	?	-16.2%
C#CCOCCOCCOCCNc1nc(N2CCN(C(=O)[C@H](CCCCN)n3cc([C@@H](N)CC(C)C)nn3)CC2)nc(N2CCN(C(=O)[C@H](Cc3ccc(O)cc3)n3cc([C@@H](N)CC(C)C)nn3)CC2)n1	nt	-3.7	i	i	-1.0%	-24.7%	0.2%	-0.8%	-26.0%
CC1CCC(NC(=O)c2cc(S(=O)(=O)N3CCCCC3)ccc2N2CCOCC2)CC1 (centres undefined)	2.8%	0.9	?	i	-1.0%	0.9%	-8.7%	0.5%	11.6%
Cn1ncc(C(N)=O)c1NC(=S)NC(=O)c1ccc(Br)o1	-0.8%	-4.1	i	i	0.6%	9.4%	-2.2%	1.1%	2.3%
CCOC(=O)C1=C(Cc2ccc(OC)cc2)C(=O)c2ccccc2C1=O	-2.6%	-9.9	?	i	10.9%	-98.0%	?	-25.5%	?
COc1ccccc1CNC(=O)CSC1=NCCS1	2.3%	-2.2	i	i	5.1%	3.8%	-1.4%	?	0.7%
CCOCCCNC(=O)CN1C(=O)/C(=C/c2ccccc2C)Sc2ccccc21	0.6%	-2.0	i	i	-0.5%	-3.6%	-0.7%	19.4%	8.0%
Cc1cccc(C)c1NC(=O)CCCCCC1NC(=O)NC1C (centres undefined)	-0.9%	1.2	i	i	2.2%	24.1%	7.6%	3.8%	-3.1%
Cc1nn(Cc2ccccc2Cl)c(Cl)c1C(=O)NCCc1ccccc1	-0.7%	-1.9	i	i	6.4%	-10.0%	-4.0%	9.6%	14.4%
CC1CC(C)CN(S(=O)(=O)c2ccc(C(=O)N3CC(C)OC(C)C3)cc2)C1 (centres undefined)	1.0%	0.7	i	i	-0.5%	-7.2%	-3.6%	5.8%	-12.7%
Oc1cc(NCc2ccc(F)cc2)cc2cccnc12	1.0%&0.7%	nt	?	nt	-2.9%	11.2µM*	-13.6%	?	?
COc1ccc(CCCC(=O)O)c(C)c1	1.4%	-0.4	i	i	0.3%	-23.3%	2.8%	-25.0%	-10.9%
Cc1ccc(OCc2nc(-c3ccc(C(=O)N4CCN(c5ccc(Cl)cc5)CC4)cc3)oc2C)cc1	nt	nt	i	nt	0.7%	-8.9%	-4.9%	-8.1%	?
Cc1ccc(NC(=O)C2CCCN(S(=O)(=O)c3cccc4nonc34)C2)cc1 (centres undefined)	1.8%	-2.0	i	i	0.5%	-15.2%	-4.4%	-7.0%	4.3%
COc1cccc(CNC(=O)C(NS(=O)(=O)c2ccc3nc(C)sc3c2)C(C)C)c1 (centres undefined)	nt	nt	?	nt	0.1%	5.4%	-1.9%	-15.8%	-0.4%
Cc1ccc2nc(-c3cccc(NS(C)(=O)=O)c3)cc(-c3ccccc3)c2c1	0.3%	0.0	i	i	4.6%	-74.8%	?	?	?
NC(=O)c1ccccc1N/C=C/C(=O)c1ccc(Cl)cc1Cl	-0.4%	-1.2	i	i	-0.1%	-35.5%	0.1%	?	13.2%
COc1ccc(N2CC(C(=O)Nc3nc4ccc(F)cc4s3)CC2=O)c(OC)c1 (centres undefined)	-7.3%	-3.2	i	i	4.1%	-24.3%	-1.6%	-0.3%	0.0%
Cc1ccc(OCC(=O)Nc2cc(-c3nc4ccccc4[nH]3)ccc2C)c(C)c1	nt	nt	i	nt	-0.3%	-4.0%	-1.4%	0.2%	-5.1%
CC(=O)Nc1ccc(S(=O)(=O)N2CN(c3ccc(C)cc3)c3nc4ccccc4nc32)cc1	nt	-1.3	i	i	-0.6%	-10.4%	-4.9%	-8.2%	-9.9%
CCOC(=O)C1=C(CN2CC(C)CC(C)C2)NC(=O)NC1c1ccc2c(c1)OCO2 (centres undefined)	2.3%	-2.8	i	i	-0.8%	5.5%	-8.0%	-11.2%	-9.8%
CC(=O)Cc1nsc(NC(=O)c2ccc(-c3cccc(C(F)(F)F)c3)o2)n1	-0.5%	-1.1	i	i	7.2%	0.5%	-11.2%	-14.3%	-7.3%
Cc1cc(C)c2c(-n3cccc3)c(C(=O)O)sc2n1	-19.7%	-0.6	i	?	0.1%	0.0%	-1.0%	17.1%	0.6%
CCn1cc(S(=O)(=O)c2ccccc2)c(=O)c2cc(F)c(N3CCCC3)cc21	nt	nt	i	nt	-1.8%	3.2%	-14.6%	?	-3.4%
c1ccc(C2=NC(c3ccccc3)CC2)cc1 (centres undefined)	nt	-1.0	i	i	?	2.6%	nt	nt	-6.0%
CCOc1cc(N2CCOCC2)c(OCC)cc1NC(=O)c1ccco1	2.5%	0.4	i	i	10.6%	-1.6%	2.2%	7.2%	-21.7%
Cc1ccccc1C1(CCN2CCCCC2)CCOC(C)(C)C1 (centres undefined)	0.3%	1.0	i	i	-0.1%	-2.6%	-2.9%	3.7%	-16.8%
COCCCn1c2nc3ccccc3nc2c2c(=O)n(CC3CCCO3)cnc21 (centres undefined)	1.9%	-4.7	i	i	0.2%	-2.2%	1.5%	-2.6%	5.1%
CCOc1ccc(S(=O)(=O)n2cnc3cc(C)c(C)cc32)cc1	1.4%	-3.2	i	i	0.3%	-9.8%	0.0%[1.84 µM]	?	?
COc1ccccc1NC(=O)c1ccc(NC(=O)CN2CCCCC2)cc1	-1.9%	0.4	i	i	2.3%	4.3%	-8.4%	-26.8%	10.1%
Cc1ccc2c(c1)NC(=O)C(CC(=O)NCCCN1CCCC1)O2 (centres undefined)	-0.3%	0.3	i	i	-0.4%	-4.4%	1.8%	8.7%	?
CCN(CC)c1ccc(NC(=O)C2CCCC2)cc1	?	-1.9	i	i	0.1%	-6.4%	1.1%	0.8%	-12.4%
CS(=O)(=O)c1nc(S(=O)(=O)c2ccc(Cl)cc2)c(N2CCCCCC2)s1	0.6%	0.6	i	i	-0.9%	-16.0%	-2.9%	-11.8%	-17.5%
COc1ccccc1-c1cnc2c(c1)C(=O)N([C@@H](C)CO)C[C@H](C)[C@H](CN(C)C)O2	nt	-2.6	i	i	-0.7%	-79.9%	nt	nt	5.0%
C[C@H](NC(=O)c1ccco1)C(=O)NCCc1ccc(S(N)(=O)=O)cc1	-0.4%	-2.2	i	i	0.2%	-0.2%	6.6%	5.8%	-0.7%
CC(CC(C)C(=O)N1CCOCCN(C(=O)C(C)CC(C)C(=O)O)CCOCC1)C(=O)O (centres undefined)	0.6%	-0.8	i	i	-0.3%	-1.9%	-4.5%	8.2%	-2.2%
C=CCn1c(-c2cc(OC)cc(OC)c2)n[nH]c1=S	-4.4%	0.6	i	i	0.1%	5.6%	-1.4%	2.9%	-5.5%
O=C(Nc1cccc(F)c1)C1CCN(S(=O)(=O)c2cccc3nonc23)CC1	2.1%	-0.3	?	i	3.0%	-13.5%	2.6%	?	-3.3%
Cc1cc(C(F)(F)F)c2c(C)nn(CCc3nn[nH]n3)c2n1	0.9%	-6.2	i	i	0.2%	-4.1%	-1.6%	-0.2%	4.9%
O=C(NC1CCCCCC1)c1ccc(S(=O)(=O)NCc2ccco2)cc1	1.2%	-0.5	i	i	0.3%	-16.2%	-3.6%	2.6%	-5.3%
CCCCNC(=O)C1(C)CCCCN1C(=O)c1cc2ccccc2s1 (centres undefined)	nt	0.7	i	i	0.1%	-3.1%	nt	nt	-4.9%
CC(C)C(=O)Nc1sc2c(c1C#N)CCCCC2	-5.7%	0.0	i	i	2.6%	-17.3%	-8.5%	27.3%	6.9%

One compound at a time (already shown). Order of values: MmCpn inh | CCT chaperon mod | S2 tox | Akt phos inh | Nrf2 activator | HepG2 viability | A549 tox | Nrf2 block | TGFb SMAD3 inh
Record of O=C(NC1CCCCCC1)c1ccc(S(=O)(=O)NCc2ccco2)cc1 → 1.2% | -0.5 | i | i | 0.3% | -16.2% | -3.6% | 2.6% | -5.3%
Record of Cc1cc(C(F)(F)F)c2c(C)nn(CCc3nn[nH]n3)c2n1 → 0.9% | -6.2 | i | i | 0.2% | -4.1% | -1.6% | -0.2% | 4.9%
Record of CCCCNC(=O)C1(C)CCCCN1C(=O)c1cc2ccccc2s1 (centres undefined) → nt | 0.7 | i | i | 0.1% | -3.1% | nt | nt | -4.9%
Record of CC(C)C(=O)Nc1sc2c(c1C#N)CCCCC2 → -5.7% | 0.0 | i | i | 2.6% | -17.3% | -8.5% | 27.3% | 6.9%
